AI-2 QS mod – Vibrio harveyi AI-2 quorum sensing modulation. Vibrio harveyi JMH597 AI-2 luminescence/OD600 ratio, 9 h; stronger effect = lower value; strain lacks LuxN and CqsS sensors; 0 = neutral-control median. actives 0.4% (n = 300,000). activity change, % at 7.5 µM; in the data active = activity change below about -75%, passing the limit was not always enough; inconclusive = no clear call, values can overlap the other calls;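 note: luminescence divided by OD600 gain over 9 h not by final OD600 alone; inactives centre near 13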
HSP90 inh – HSP90 refolding inhibition in rabbit reticulocyte lysate; luciferase refolding luminescence, 3 h; inhibition, % at 5.6 µM; actives 0.91% (n = 290,000);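 active = inhibition above the screen-wide mean plus 3 SD, computed separately per campaign, cut at about 16% in these data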;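 note: 0% = DMSO wells and 100% = 60 µM geldanamycin wells; inhibitors lower the luminescence because luciferase stays unfolded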
aSyn UTR inh – MLPCN primary screen, SNCA 5' untranslated region; alpha-synuclein 5'UTR reporter, inhibitor activity; inhibition, % (tested at 7.5 µM); actives 0.82% (n = 300,000); AID 1813; in the data active = inhibition above about 60%; inconclusive = no clear call, values can overlap the other calls;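 note: H4 neuroglioblastoma cells stably carrying SNCA 5'UTR luciferase fusion; 0% = DMSO wells and 100% = positive control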
HSF1 inhib – HSF1 inhibition; NIH3T3-HGL HSE-luciferase, MG132-induced, luminescence 8 h; stronger effect = lower value; activity change, negative = inhibition, % at 7.5 µM (by protocol); actives 0.77% (n = 300,000); AID 2098;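 active = more than half of replicate wells show activity change below -50%, luminescence cut by over half; inconclusive = some wells, but at most half, below -50%; inactive = no replicate well below -50%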;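 note: luciferase reports HSF-1 transcriptional activity via heat shock element; 0% = median of DMSO wells and -100% = zero luminescence signal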
IEC-6 cytotox – IEC-6 cytotoxicity, counter-screen for KLF5 inhibitors | luminescence viability | inhibition, % at 5 µM | actives 0.78% (n = 290,000); in the data active = inhibition above about 22%;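 note: 0% = plate median of test compound wells and 100% = cytotoxic reference compound wells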
GSK3beta inhib – human GSK3beta kinase inhibition | GST-GSK3beta kinase, ADP-Glo luminescence, 60 min; stronger effect = lower value | AID 2097 | P49841 | actives 0.038% (n = 300,000) | activity score (negative = inhibition), % at 10 µM;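 active = more than half of replicate wells score below -50%, meaning over 50% inhibition versus plate controls; inconclusive = some replicates but at most half score below -50%; inactive = no replicate scores below -50%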;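 note: 0% = median DMSO wells and -100% = median GW8510 positive control wells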
Target sequence (P49841 whole entry, looked up): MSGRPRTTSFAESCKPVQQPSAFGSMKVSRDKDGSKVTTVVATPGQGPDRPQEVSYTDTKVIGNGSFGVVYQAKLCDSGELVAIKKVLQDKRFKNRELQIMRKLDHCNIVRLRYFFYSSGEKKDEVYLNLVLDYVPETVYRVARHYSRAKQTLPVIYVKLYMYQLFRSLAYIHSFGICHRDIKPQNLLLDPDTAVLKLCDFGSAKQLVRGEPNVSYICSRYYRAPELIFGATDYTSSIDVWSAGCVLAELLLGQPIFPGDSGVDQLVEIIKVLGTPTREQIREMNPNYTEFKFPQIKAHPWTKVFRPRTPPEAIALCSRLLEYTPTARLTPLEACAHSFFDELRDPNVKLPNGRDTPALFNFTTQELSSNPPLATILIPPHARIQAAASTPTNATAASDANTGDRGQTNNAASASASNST
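Assay system: GST-fused GSK3beta enzyme, cell-free / Medium: Tris pH 7.5 buffer with MgCl2, DTT, BSA, heparin / Also added: peptide substrate plus 25 µM ATP (final) / Compound: 10 µM single point / Timing: kinase reaction with compound 60 min at room temperature / Detection: ADP-Glo luminescence / Benchmarks: DMSO neutral wells and GW8510 at 20 µM as positive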
HSF-1 act – increases HSF-1 driven luciferase reporter signal. NIH3T3-HGL HSF-1 luciferase reporter, MG132, 8 h; 100% = twice DMSO control signal. activation, % at 9 µM. actives 1.7% (n = 300,000). AID 504408;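 active = mean replicate activation of at least 50% with a set share of replicates each reaching 50%; inconclusive = only one of those two conditions met; inactive = mean below 50% and too few replicates reaching it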;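 note: 0% = median of the neutral control wells and 100% = twice that signal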
KLF5 inhibitor – inhibitors of KLF5 expression. inhibition, % at 5 µM. actives 0.23% (n = 290,000). AID 1700. DLD-1 KLF5 promoter-luciferase reporter, luminescence;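 active = inhibition above a per-plate limit of that plate's mean compound inhibition plus 3 SD, cut at about 60% in these data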;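 note: 0% = DMSO wells and 100% = LY294002 at 200 µM; higher means less KLF5 promoter-driven luciferase light; inactives centre near -14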
HIF act – HIF pathway transcriptional activation; U2OS HRE-luciferase reporter, luminescence; normalized: DMSO 0%, desferrioxamine 100%; actives 0.32% (n = 300,000); activation, % at 7.5 µM (by protocol);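 active = mean activation of at least 10% of the iron chelator positive control signal, with at least half of replicates also reaching 10%; inconclusive = mean and replicate majority disagree about reaching 10%; inactive = mean and most replicates under 10%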
GSK3A inh – human GSK-3 alpha kinase inhibition; P49840; ADP-Glo luminescence, 60 min; inhibition, % at 10 µM; actives 0.1% (n = 320,000); AID 2650;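 in the data active = inhibition above about 50%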;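 note: GST-tagged GSK-3 alpha with peptide substrate and 25 µM ATP; 0% = DMSO neutral wells and 100% = GW8510 positive control wells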
Target sequence (P49840 whole entry, looked up): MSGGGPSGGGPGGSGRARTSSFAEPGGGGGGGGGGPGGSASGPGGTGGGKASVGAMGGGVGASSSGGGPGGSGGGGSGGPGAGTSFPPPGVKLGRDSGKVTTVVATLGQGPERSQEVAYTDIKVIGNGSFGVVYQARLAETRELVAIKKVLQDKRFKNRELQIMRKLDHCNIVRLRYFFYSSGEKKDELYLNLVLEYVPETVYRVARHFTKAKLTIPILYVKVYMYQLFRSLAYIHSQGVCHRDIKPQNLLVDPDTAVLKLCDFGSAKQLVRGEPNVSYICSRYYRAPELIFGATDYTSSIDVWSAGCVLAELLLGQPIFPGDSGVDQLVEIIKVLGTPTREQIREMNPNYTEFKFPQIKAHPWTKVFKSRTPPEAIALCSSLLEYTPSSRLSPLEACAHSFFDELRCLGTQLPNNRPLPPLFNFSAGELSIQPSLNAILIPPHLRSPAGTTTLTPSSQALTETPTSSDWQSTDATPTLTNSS
Active calls of the source: *; ? = inconclusive; . = no result given.

SMILES | AI-2 QS mod | HSP90 inh | aSyn UTR inh | HSF1 inhib | IEC-6 cytotox | GSK3beta inhib | HSF-1 act | KLF5 inhibitor | HIF act | GSK3A inh
CC(C)C(NC(=O)c1cccnc1)C(=O)O (centres undefined) | 13 | 5 | -23 | 1 | 5 | 12 | 2 | -5 | -0.2 | -1
Cc1oc(C(C)(C)C)cc1C(=O)N1CCN(c2ccc(C(F)(F)F)cn2)CC1 | 10 | -1 | 20 | 0 | 0 | 2 | 1 | -13 | -0.7 | -4
Cc1ccccc1OCC(=O)NN1CCN(C)CC1 | 1 | 1 | 8 | 2 | 6 | -1 | 23 | 9 | 0.1 | -2
Cc1ccc(NC(=O)CC2C(=O)NCCN2C(=S)Nc2ccccc2)c(C)c1 (centres undefined) | 11 | -8 | 10 | 2 | -10 | 0 | 38 | -45 | -0.5 | -1
N=c1c2c3c(sc2nc2n1CCCCC2)CCCC3 | 3 | -1 | -89 | 2 | -2 | 2 | 3 | -44 | 0.9 | 4
CCn1c(C)nc2cc(C(=O)NNC(=S)Nc3ccc(C)cc3)ccc21 | 20 | 14 | 11 | 2 | 1 | 3 | 14 | -52 | 0.0 | -1
CC1CCCCC12NC(=O)N(CC(=O)c1ccc3c(c1)OCO3)C2=O (centres undefined) | 12 | . | -16 | -5 | . | -2 | 4 | . | 1.1 | -3
O=C(COC(=O)COc1ccc(Cl)cc1Cl)Nc1cccnc1Cl | 8 | 3 | 15 | 13 | 1 | 4 | 63* | 10 | 0.1 | -3
COc1ccc(C(=O)N2CCOC2CNC(=O)C(=O)NCCc2ccc(OC)c(OC)c2)cc1 (centres undefined) | 26 | -1 | 0 | -6 | -6 | -4 | 12 | -14 | -0.3 | -1
Clc1ccc(-c2nnc(SCc3nc4ccccc4[nH]3)o2)c(Cl)c1 | 3 | 0 | 21 | 45 | 3 | 2 | 75* | -34 | 0.7 | 0
O=C1CCCc2cc(S(=O)(=O)N3CCC(C(=O)NCc4ccccc4)CC3)ccc2N1 | 24 | 1 | 9 | 0 | 0 | -4 | 9 | 19 | -0.5 | 6
O=C(NCc1ccccc1)c1ccc(CN(c2ccccn2)S(=O)(=O)c2ccccc2)cc1 | 27 | -3 | 17 | -7 | -1 | 1 | 6 | 0 | -0.3 | -1
CCOC(=O)c1c(C)[nH]c(=S)c(C#N)c1-c1ccc(OC)cc1 | 11 | 6 | 11 | -5 | -2 | -10 | 4 | -15 | -0.2 | 20
CCc1nccn1CCC(=O)N1CCCC(N2CCN(c3cccc(Cl)c3)CC2)C1 (centres undefined) | 8 | -8 | -67 | 12 | -7 | -1 | 18 | -69 | 3.2 | 0
COc1ccc(N2CCN(CC(O)COc3ccc(C)cc3C)CC2)cc1 (centres undefined) | ? | -3 | 13 | -1 | -7 | 1 | 11 | -8 | -13 | -2
CC1CC(C(F)(F)C(F)(F)F)n2nc(C(=O)O)cc2N1 (centres undefined) | 28 | -3 | 0 | -8 | 0 | 2 | -1 | -1 | -0.3 | .
CC(O)(C#CCN1CCCCC1)c1ccccc1 (centres undefined) | 17 | 0 | -3 | 2 | 0 | -1 | 13 | -3 | -0.3 | -3
CC(C)CCNC(=O)NC(=O)COC(=O)/C=C/c1cnc2ccccc2n1 | 14 | 3 | -6 | 5 | -2 | 1 | 16 | -42 | -0.1 | 0
CN(NC1OC(=O)c2ccccc21)c1ncc(C(F)(F)F)cc1Cl (centres undefined) | 25 | -2 | -25 | 4 | 0 | 6 | 10 | -24 | -0.3 | 8
COc1ccc(C2C(C(=O)c3cccs3)=C(O)C(=O)N2c2cccc(C)n2)cc1 (centres undefined) | 12 | 6 | -44 | 2 | -4 | 2 | 31 | -9 | 3.3 | -3
COc1cc(Cl)c(S(=O)(=O)N2CCCC2)cc1Cl | 14 | -2 | 10 | -1 | -2 | 1 | 2 | -19 | -0.4 | -4
COc1ccc2[nH]c(=O)c(-c3nnn(-c4ccc(Cl)c(Cl)c4)n3)cc2c1 | 17 | . | -20 | 0 | . | 3 | -5 | . | 0.1 | 1
COc1ccc(C2c3[nH]c4ccccc4c3CCN2CCCn2cccn2)cc1C (centres undefined) | 35 | 6 | -22 | -7 | 7 | -2 | -7 | -18 | 0.6 | 0
CCC1(COC(=O)Nc2cccc(Cl)c2)COC1 | 3 | 6 | -93 | 9 | -4 | -6 | 24 | -27 | 1.0 | 1
N#C/C(=C\c1ccc[nH]1)S(=O)(=O)c1ccccc1 | 29 | -1 | 3 | -2 | 0 | 2 | -2 | -35 | -0.1 | -2
CC(C)CN(CCCNC(=O)CN1C(=O)COc2ccc(S(=O)(=O)N3CCC(C)CC3)cc21)CC(C)C | 12 | -4 | -6 | 0 | -1 | 1 | 3 | -10 | -0.7 | -2
CCCCCc1c(C)nc(SCC(=O)O)[nH]c1=O | 16 | 1 | 4 | -3 | 0 | 3 | 8 | -24 | -0.6 | -2
COc1ccc2c(c1)C(SCC(=O)NCc1ccccc1)CC(C)(C)O2 (centres undefined) | 5 | 1 | 7 | 3 | -1 | -1 | 3 | -3 | 0.1 | .
Cn1cccc1-c1nc2ccccc2[nH]1 | 9 | 1 | -114 | 9 | -2 | 1 | 24 | -61 | 2.7 | -3
O=C(O)CC(CNS(=O)(=O)c1cccc2nsnc12)c1ccccc1 (centres undefined) | 11 | 2 | 0 | -1 | 1 | 9 | -7 | -6 | -0.1 | 1
Cc1ccc2c(c1)S/C(=C/c1ccc[n+](CCO)c1)N2C | 20 | -3 | -38 | -2 | -11 | 2 | -5 | -9 | -0.9 | 1
Cc1nn(Cc2n[nH]c(=S)n2Cc2ccccc2)c(C)c1Cl | 10 | 1 | 10 | 1 | -3 | 0 | -1 | -13 | 0.0 | -2
CN(CC(=O)Nc1ccc(C(N)=O)cc1)CC(=O)Nc1ccccc1Cl | 16 | -3 | 9 | 1 | 6 | -1 | 9 | 21 | 0.8 | 1
Cc1ccccc1NC(=S)NCCc1ccccc1 | -12 | -3 | 3 | 1 | 2 | 1 | 19 | 8 | 0.0 | 1
Cc1ccc(S(=O)(=O)N2CCN(C(=O)CN3CCOCC3)C2)cc1 | 2 | -1 | -1 | -4 | 1 | 2 | -2 | 11 | -0.4 | -1
COC(=O)CN1C(=S)N(c2ccc(F)cc2)C(=O)C1CC(=O)Nc1ccc(F)cc1 (centres undefined) | 8 | 1 | -16 | 0 | 4 | 0 | 24 | -1 | 0.4 | 1
COc1ccc(Br)cc1CNC(=O)CCN1C(=O)COc2ccccc21 | 30 | 4 | 6 | -67* | -4 | 2 | -74 | 1 | -0.1 | -4
CCn1c(=O)c(C(=O)Nn2c(C)nc3ccccc3c2=O)c(O)c2ccccc21 | 28 | -1 | -14 | -2 | -4 | -1 | -1 | -20 | 0.0 | 0
O=C(CN1C(=O)S/C(=C\c2ccc(F)cc2)C1=O)Nc1cccc(S(=O)(=O)NCc2ccco2)c1 | 31 | 3 | -20 | 14 | -1 | 4 | 23 | 0 | -0.1 | 0
COc1ccc(C=O)cc1OC(=O)N1CCOCC1 | 22 | -3 | 5 | -5 | -2 | -1 | 6 | -29 | 0.3 | -1
COc1ccc(OC)c(/C=N/NC(=O)CN2CCSCC2)c1 | 18 | -4 | -8 | -2 | 0 | -1 | -6 | 8 | 0.1 | -2
N#CC1=C(N)Oc2c(ccc3ccccc23)C1c1cccs1 (centres undefined) | 3 | 3 | 110* | 21 | 2 | -3 | 35 | -38 | -1.5 | -1
COc1cc(/C=C/C(=O)O)cc(S(=O)(=O)NCCO)c1OC | 4 | 1 | 3 | 3 | 8 | 0 | -10 | -40 | -0.4 | 2
Cc1ccc(C(=O)OCC(=O)NC(=O)c2cccn2C)cc1 | -14 | 5 | 5 | 3 | 6 | 2 | -10 | -15 | -0.1 | 0
CCOc1ccc(N(CC(=O)NC2CCCCC2)C(=O)CCC(=O)Nc2nc(C)cs2)cc1 | 16 | -3 | -1 | -59* | 1 | 2 | -60 | 16 | -1.0 | -3
CC[n+]1ccc(C[n+]2ccccc2)c2ccccc21 | . | -4 | . | . | -3 | . | . | 13 | . | 0
COc1ccccc1NC(=O)Cn1c(=O)n(C)c(=O)c2sc3c(c21)COC(C)(C)C3 | 28 | -5 | -14 | 2 | 4 | 0 | 5 | -17 | -0.2 | 2
COc1ccc(C2C(C(=O)c3ccc(C)o3)=C(O)C(=O)N2Cc2ccco2)cc1OC (centres undefined) | 20 | 5 | 15 | 1 | -8 | 2 | 6 | 6 | 0.0 | -3
O=C(c1ccc(OC2CCN(Cc3ccccn3)CC2)cc1)N1CCCCCC1 | -1 | -6 | 4 | -3 | -1 | 0 | 1 | -16 | 0.3 | -3
Cc1ccc(-c2nnc(NCCCO)c3ccccc23)cc1 | 15 | 2 | 37 | -4 | 0 | 0 | 15 | -6 | -23 | 11
O=C(N/N=C/c1ccc(Br)cc1)c1ccc(F)cc1 | 2 | 0 | -78 | 14 | -7 | 2 | 6 | -49 | 2.6 | -2
O=C(CSc1nnnn1C1CC2C=CC1C2)Nc1ccc(C(=O)O)cc1 (centres undefined) | 28 | . | -11 | -4 | . | 0 | 11 | . | 0.0 | .
NS(=O)(=O)c1ccc(NC(=O)CN2CCN(S(=O)(=O)c3ccc(F)cc3)CC2)cc1 | 27 | -4 | -20 | -6 | 3 | 0 | -9 | -53 | 0.2 | 1
CCCCN=C1NC(=O)C(CC(=O)Nc2ccc(Cl)cc2)S1 (centres undefined) | 7 | 1 | 5 | 3 | 3 | -3 | 31 | 3 | 0.7 | 0
CC(C)C[C@H](NC(=O)C1CC(=O)N(c2ccc3c(c2)OCCO3)C1)C(=O)N1CCCCC1 (some centres undefined) | 12 | -5 | -8 | -3 | -9 | -1 | -10 | -20 | -0.4 | -2
CS(=O)(=O)c1ccc2nc(NC(=O)CN3CCOCC3)sc2c1 | 2 | 1 | 3 | 0 | -5 | 2 | -16 | -21 | 0.7 | 5
COc1cccc(CN2CC(C(=O)NCCSc3nnnn3C)CCC2=O)c1 (centres undefined) | 10 | -1 | 14 | 0 | -3 | 0 | -3 | -6 | -0.1 | 0
CCOC(=O)CNC(=O)CSc1nc2cccnc2n1C | 8 | 4 | 11 | 5 | -2 | 1 | 30 | -29 | -17 | 0

Three compounds from above, sorted by the value under HSP90 inh, ascending:
Molecule | AI-2 QS mod | HSP90 inh | aSyn UTR inh | HSF1 inhib | GSK3beta inhib | HSF-1 act | KLF5 inhibitor | GSK3A inh
CCOc1ccc(N(CC(=O)NC2CCCCC2)C(=O)CCC(=O)Nc2nc(C)cs2)cc1 | 16 | -3 | -1 | -59* | 2 | -60 | 16 | -3
COc1cccc(CN2CC(C(=O)NCCSc3nnnn3C)CCC2=O)c1 (centres undefined) | 10 | -1 | 14 | 0 | 0 | -3 | -6 | 0
CCOC(=O)CNC(=O)CSc1nc2cccnc2n1C | 8 | 4 | 11 | 5 | 1 | 30 | -29 | 0

Screens as filed in PubChem.
